# human PMI inhibition = inhibitors of human PMI, primary screen, biochemical, fluorescence intensity, coupled assay (AID 1209). inhibition, % at 20 µM, or IC50 in µM where a hit was titrated. actives 0.42% (n = 190,000). purified PMI enzyme, coupled fluorescence intensity; higher % means a stronger effect;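 note: plate controls were DMSO vehicle for no effect and wells lacking substrate for full effect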
# M1AAP inhibition = P. falciparum M1AAP inhibitors, biochemical, fluorogenic H-Leu-NHMec substrate, 1536-well (AID 1445); Aminopeptidase N (Plasmodium falciparum (isolate 3D7)); recombinant M1AAP, H-Leu-NHMec fluorogenic kinetic assay; higher % means a stronger effect; inhibition, % at 30 µM; hits with a dose series show IC50 in µM; actives 0.42% (n = 220,000);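 active = primary inhibition above the hit cutoff, then over 50% inhibition at one or more dose response concentrations, cut at about 23% in these data, passing the limit was not always enough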;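 note: plate controls were DMSO full reaction for no effect and no enzyme background for full effect; strong numbers were not always called active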
# CSM14.1 death rescue = rescue of cells from ER stress-induced death, primary screen, 384-well, CSM14.1, thapsigargin, ATP luminescence (AID 1222) | CSM14.1 thapsigargin-induced death rescue, ATP luminescence; higher % means a stronger effect | cellular ATP content (survival), % at 20 µM; hits with a dose series show EC50 in µM | 190,000 tested, under 10 active;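 active = EC50 below 50 µM in the dose-response confirmation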;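 note: death triggered by thapsigargin at about 15 µM added after 2 h compound pretreatment; cell ATP read after overnight thapsigargin exposure of roughly 18 to 22 hours; normalized against plate controls of thapsigargin alone and 5% DMSO vehicle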
# human PMI inhibitors = human PMI inhibitors, high substrate, primary screen, biochemical, fluorescence intensity, high mannose 6-phosphate (AID 1220); recombinant PMI enzyme, coupled fluorescence intensity; higher % means a stronger effect; one-dose inhibition, % at 20 µM; IC50 in µM for titrated hits; actives 0.66% (n = 190,000)
# TNAP activators = human TNAP enzyme activators, primary screen, biochemical, luminescent, no phosphate acceptor, uHTS (AID 1001); Alkaline phosphatase, tissue-nonspecific isozyme (Homo sapiens); purified TNAP, luminescent activation assay, no phosphate acceptor; higher activation fold means a stronger effect; activation fold at 20 µM, or EC50 in µM where a hit was titrated; actives 0.03% (n = 200,000); in the data active = activation fold from about 3, or a potency from the dose series; inactive = the rest, 99 in 100 with activation fold below about 1.6; note: many of its hits are not listed in these tables
# Hep lipid drop = inhibitors of hepatocyte lipid droplet formation, primary screen, imaging, high-throughput imaging, BODIPY stain; inhibition, % at 6.5 µM; AID 1656, 2009; AML12 mouse hepatocytes, oleate lipid droplets; actives 0.4% (n = 240,000);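 active = lipid droplet intensity inhibited by at least 50%, with more than 500 cells counted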
#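 Technique: fluorescence imaging, 20x objective, two fields per well / Assay system: AML12 hepatocytes (mouse) / Measure: % inhibition of lipid droplet signal / Doses: 6.5 µM single-point dosing / Incubation: overnight exposure / Reagent: 100 µM oleic acid challenge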
# Myeloid diff 2 = induction of myeloid progenitor differentiation, primary screen, cell-based, flow cytometry, MLPCN library | ER-HoxA9 myeloid progenitors, lysozyme-GFP differentiation | calls only at 10 µM | actives 1% (n = 360,000);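 active = normalized GFP-positive differentiation at or above the plate's own cutoff, the solvent-only control mean plus 3 SD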;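 note: cells exposed to compound for four days before flow analysis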
# WT yeast gro inh = growth inhibition of WT strain, primary screen, mitochondrial fusion inhibitor project, WT and mutant strains, chemical genetic; inhibition, % at 10 µM; AID 1362, 2008; mitochondrial fusion phenotypic screen; actives 2.1% (n = 190,000); in the data active = inhibition above about 58%; tested in S. cerevisiae
# K1F lysis inhibition = inhibition of K1F phage lysis, E. coli UTI89, bacterial capsule biogenesis inhibitors, alamar blue (AID 488966) | E. coli UTI89 K1F phage lysis, alamar blue, 2 h; higher % means a stronger effect | inhibition, % at 100 µM; hits with a dose series show IC50 in µM | actives 0.02% (n = 340,000);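 active = phage lysis inhibition, versus mean bacterial control, above a set limit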;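 note: capsule biogenesis inhibitors block K1F phage lysis so surviving cells raise fluorescence; higher fluorescence means more inhibition of phage lysis; actives were called in the ten point dose series up to 300 µM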
# WT yeast gro inh mutant strain = recorded beside WT yeast gro inh, whose call it bears; inhibition, %; mitochondrial fusion phenotypic screen, mutant strain inhibition
# Hep lipid drop cells 6.5 µM = second read-out of Hep lipid drop, no call of its own (marks repeat the call); cell count; measured here: cell count, cytotoxicity flag;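 cells counted across two imaged fields per well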
# Myeloid diff 2 GFP+ MAC1+ % = recorded beside Myeloid diff 2, whose call it bears; GFP+ MAC1+ double positive, %; measured here: differentiation confirmed by MAC1 staining
# The depositor's hits bear a star; i = inactive; . = not tested or not shown; [ ] = remark or other dose. Cut-off read from the data, not from the text of the source, unless noted: active = inhibition above about 50%; inactive = the rest.
SMILES,human PMI inhibition,M1AAP inhibition,CSM14.1 death rescue,human PMI inhibitors,TNAP activators,Hep lipid drop,Hep lipid drop cells 6.5 µM,Myeloid diff 2,Myeloid diff 2 GFP+ MAC1+ %,WT yeast gro inh,WT yeast gro inh mutant strain,K1F lysis inhibition
CC1=C(C(=O)Nc2cc(C)ccc2C)C(c2cccs2)NC(=S)N1 (stereo unspecified),8.0%,3.4%,2.7%,4.2%,1,.,.,i,1.0,4.5,14.3,0.2%
O=C(N/N=C/C(Cl)=C\c1ccccc1)c1ccco1,.,4.7%,.,.,.,-2.7,653,i,0.2,.,.,-1.4%
S=c1nccc(-c2cccs2)[nH]1,4.0%,7.0%,-0.5%,-0.4%,0.9,-9.7,718,i,0.6,-14.5,24.1,0.3%
CCOc1nc2ccccc2nc1C,-15.7%,0.7%,-0.6%,-8.6%,1,.,.,i,1.0,-17.2,-34.0,3.2%[50 µM]
O=C(CN1CCN(S(=O)(=O)c2ccccc2)CC1)NC(=O)NCc1ccco1,.,-1.0%,.,.,.,-24.7,657,i,0.5,.,.,0.1%
O=C(c1cccnc1)N1N=C(C2CCCCC2)CC1(O)C(F)(F)F (stereo unspecified),-7.1%,-0.9%,-0.4%,-6.9%,1,-7.3,691,i,0.1,-11.4,-4.8,1.9%
Cc1ccc(S(=O)(=O)Nc2ccc3c(c2)ncn3C(C)(C)C)cc1,-1.1%,1.4%,5.8%,-2.4%,1,.,.,i,1.5,-8.8,-23.2,1.1%[50 µM]
CC1=CC(=O)C=CC1(C)C(Cl)(Cl)Cl (stereo unspecified),3.2%,1.0%,-1.5%,11.3%,1.1,.,.,i,1.7,-9.8,2.0,-0.2%[50 µM]
CC(C)(C)c1nnc2sc(SCC(=O)c3ccccc3)nn2c1=O,11.2%,-3.6%,.,7.5%,1.2,-3.4,636,i,0.6,-7.0,-2.2,-0.5%
O=C(CCNC(=O)c1ccccc1Cl)Nc1nnc(C2CC2)s1,-5.1%,3.5%,-1.3%,-1.1%,1.1,-9.9,675,i,0.9,1.8,0.3,0.1%
O=C(NN1CCOCC1)C12CC3CC(CC(C3)C1)C2,2.0%,2.8%,-1.8%,1.6%,1.4,6.9,688,i,0.3,-0.6,-17.0,2.4%[50 µM]
CN1C(=O)C2(Oc3ccccc3C3CC(c4ccccc4)=NN32)c2ccccc21 (stereo unspecified),10.5%,5.9%,-2.3%,18.3%,0.9,.,.,i,0.7,49.5,-6.5,0.0%
O=C(Nc1nnc(Cc2ccc(Cl)cc2)s1)c1cccnc1,-3.7%,.,-2.8%,-4.5%,1.1,-27.7,677,i,0.5,-10.3,-6.2,-0.1%
CCCCOc1ccc(CSc2nnc(C)n2N)cc1[N+](=O)[O-],-8.7%,-1.3%,-0.6%,-16.9%,1.1,0.6,681,i,0.1,1.7,-1.8,-0.2%
Cc1nc(NNC(=O)c2ccc([N+](=O)[O-])cc2)cc(-c2ccccc2)n1,15.3%,-1.6%,-1.4%,10.0%,1,-2.6,801,i,1.3,2.9,10.0,0.4%[50 µM]
CCOC(=O)c1[nH]c2ccc(OC)cc2c1NS(=O)(=O)c1ccc(Cl)s1,-2.1%,3.2%,-1.0%,-0.7%,1.1,-23.0,690,i,0.3,19.8,-10.5,-0.3%[50 µM]
COCCN1Cc2cccc(C(=O)Nc3cccc(C)c3C)c2C1=O,13.8%,-3.5%,-0.9%,13.6%,1.2,24.4,744,i,0.5,-7.2,-8.5,0.3%
N#C/C(=C\C=C\c1ccccc1[N+](=O)[O-])c1nc(-c2ccc3c(c2)OCO3)cs1,-7.7%,18.8%,-0.6%,-24.0%,1,0.4,685,i,1.4,-15.9,-0.6,-0.1%
O=S(=O)(c1ccccc1)N1CCN=C1SCc1ccc(Cl)cc1,23.3%,-1.5%,3.9%,51.5%*,1.1,1.4,739,i,0.2,45.9,58.1,0.1%
CCC(=O)N(Cc1cc2cc(OC)ccc2[nH]c1=O)c1ccccc1C,-17.5%,6.3%,-0.1%,-2.3%,1,.,.,i,0.4,4.5,-4.6,-0.4%
CC(C)N(C(=O)Cn1cc(SCC(=O)N2CCCC2)c2ccccc21)C(C)C,-4.9%,8.2%,0.3%,-4.6%,1.1,-18.8,698,i,0.5,-5.3,-7.4,0.2%
CC(C)CN(CCCNC(=O)CN1C(=O)CSc2ccc(S(=O)(=O)N3CCOCC3)cc21)CC(C)C,0.0%,-1.4%,-0.3%,0.2%,1.1,18.6,757,i,0.1,4.4,-4.7,0.7%
COc1ccccc1NC(=O)c1cc(Cl)ccc1NC(=O)c1ccco1,6.0%,5.4%,-0.3%,3.2%,1.1,-4.2,715,i,2.4,-5.0,-10.4,-1.5%
C=CCN(C(=O)COc1ccccc1)c1nnc(-c2ccncc2)s1,6.4%,7.0%,2.8%,4.3%,1.1,.,.,i,1.5,-7.4,4.1,1.7%
CCn1nnnc1SCC(=O)Nc1cccc(C)n1,-6.0%,6.9%,1.0%,-4.2%,1.2,.,.,i,1.6,16.7,7.2,2.0%

# Reprinted from the part before: three compounds, then new ones.
SMILES,human PMI inhibition,M1AAP inhibition,CSM14.1 death rescue,human PMI inhibitors,TNAP activators,Hep lipid drop,Hep lipid drop cells 6.5 µM,Myeloid diff 2,Myeloid diff 2 GFP+ MAC1+ %,WT yeast gro inh,WT yeast gro inh mutant strain,K1F lysis inhibition
COc1ccccc1NC(=O)c1cc(Cl)ccc1NC(=O)c1ccco1,6.0%,5.4%,-0.3%,3.2%,1.1,-4.2,715,i,2.4,-5.0,-10.4,-1.5%
C=CCN(C(=O)COc1ccccc1)c1nnc(-c2ccncc2)s1,6.4%,7.0%,2.8%,4.3%,1.1,.,.,i,1.5,-7.4,4.1,1.7%
CCn1nnnc1SCC(=O)Nc1cccc(C)n1,-6.0%,6.9%,1.0%,-4.2%,1.2,.,.,i,1.6,16.7,7.2,2.0%
CCC(C)(C)NC(=O)C1CCCN1C(=O)NC1CCCCC1 (stereo unspecified),-13.1%,1.3%,0.9%,-12.9%,1,-8.8,732,i,0.1,-5.3,12.3,0.2%
CCOC(=O)CNC(=O)C(NC(=O)C1CCC(C)CC1)C(C)CC (stereo unspecified),14.8%,5.9%,-1.6%,14.0%,1.1,-1.4,658,i,2.7,2.8,-3.7,-0.1%
CCOC(=O)CSc1nc(C)c2ccccc2n1,-2.1%,-2.8%,1.7%,-5.8%,1.1,13.2,806,i,1.0,9.4,-0.9,0.2%
CCOc1cc(/C=C(\C#N)C(N)=O)ccc1OCc1c(C)no[n+]1[O-],-6.1%,12.9%,-0.9%,-1.1%,0.9,13.6,679,i,0.1,-11.8,4.0,0.4%
O=c1oc2ccccc2cc1-c1nnc(-c2cccc(Br)c2)o1,-2.0%,.,-1.4%,31.4%,1,.,.,i,1.3,.,.,0.2%
Cn1c(=O)c2c(nc(N3CCOCC3)n2CC(=O)c2ccccc2)n(C)c1=O,-3.1%,.,-0.6%,-16.3%,1,.,.,.,.,.,.,.
Cc1cc(C)n(-c2nc(NC(C)(C)C)nc(NC(C)(C)C)n2)n1,-15.6%,-0.7%,-0.8%,-12.5%,0.9,.,.,i,0.5,50.0,26.6,1.1%[50 µM]
Cn1cccc1P(=O)(c1cccn1C)c1cccn1C,-4.7%,0.0%,0.3%,-5.1%,1,-1.7,759,i,4.2,2.8,-4.9,-0.1%
COc1ccc(S(=O)(=O)N2CCN(S(=O)(=O)c3ccc4c(c3)OCCO4)CC2)cc1,-9.4%,1.9%,-0.5%,-4.6%,1.1,.,.,i,0.7,8.1,5.9,0.0%
[O-]/[N+](=C\c1ccncc1)c1ccccc1,0.7%,-8.2%,-0.6%,9.7%,1,.,.,i,0.8,1.6,7.7,0.1%
COc1ccc(Cn2c(SC)nc3ccccc32)cc1[N+](=O)[O-],4.3%,1.2%,-0.8%,-2.1%,1.1,.,.,i,5.4,-5.0,23.6,4.4%
Cc1cc(C)cc(-n2nnnc2SCC(=O)N2CCOCC2)c1,3.7%,4.7%,0.1%,0.7%,1,0.6,743,i,1.1,-0.6,-3.9,3.6%
COc1cc(/C=N/NS(=O)(=O)c2ccc(C)cc2)ccc1OCc1cccc(C(=O)O)c1,2.2%,12.4%,-0.5%,2.2%,1,-0.5,676,i,1.2,-17.4,-5.1,2.0%
COc1ccccc1N1CCN(C(=O)c2ccc(S(=O)(=O)N3CCCC3)cc2)CC1,-1.6%,-0.5%,1.8%,-5.9%,1.1,-0.4,689,i,0.6,-15.4,-3.3,2.3%
Cn1c(=O)c2c(nc(N3CCCCCC3)n2Cc2cccc3ccccc23)n(C)c1=O,15.8%,11.1%,-1.1%,12.9%,1.1,.,.,i,0.3,80.8*,23.2*,0.1%
O=C(O)CSCC(=O)NCc1c(Cl)cccc1Oc1ccccc1,.,5.1%,.,.,.,2.0,752,i,0.8,.,.,0.3%
COc1ccccc1NC(=O)C/C(C)=N/NC(=O)COc1c(Br)cc(Br)cc1OC,17.6%,5.0%,2.1%,11.2%,1.1,-18.2,709,i,0.6,-15.6,5.7,0.3%
O=C(O)C1C2C=CC3(CN(Cc4ccncc4)C(=O)C13)O2 (stereo unspecified),-18.6%,2.5%,-1.4%,-15.6%,1,6.7,743,i,1.2,-21.6,-0.5,0.0%

# Profiles from above.
# Record of Cc1cc(C)cc(-n2nnnc2SCC(=O)N2CCOCC2)c1 = human PMI inhibition: 3.7%; M1AAP inhibition: 4.7%; CSM14.1 death rescue: 0.1%; human PMI inhibitors: 0.7%; TNAP activators: 1; Hep lipid drop: 0.6; Hep lipid drop cells 6.5 µM: 743; Myeloid diff 2: i; Myeloid diff 2 GFP+ MAC1+ %: 1.1; WT yeast gro inh: -0.6; WT yeast gro inh mutant strain: -3.9; K1F lysis inhibition: 3.6%
# Record of CCOC(=O)CSc1nc(C)c2ccccc2n1 = human PMI inhibition: -2.1%; M1AAP inhibition: -2.8%; CSM14.1 death rescue: 1.7%; human PMI inhibitors: -5.8%; TNAP activators: 1.1; Hep lipid drop: 13.2; Hep lipid drop cells 6.5 µM: 806; Myeloid diff 2: i; Myeloid diff 2 GFP+ MAC1+ %: 1.0; WT yeast gro inh: 9.4; WT yeast gro inh mutant strain: -0.9; K1F lysis inhibition: 0.2%

# Bioassay records: PubChem, several laboratories
